From PubChem
zVAD death inh: L929 zVAD cell death inhibition; L929 zVAD necroptosis rescue, ATP luminescence, 24 h; with zVAD 60 µM; viability rescue, % at 10 µM; 220,000 compounds, 0.38% hits; AID 1377;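 active = activation, scaled between plate controls, above about 75%, limit read from the data; inactive = activation under that limit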;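 note: 0% = zVAD with DMSO and 100% = DMSO alone without zVAD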
thrombin 1536: thrombin (human) inhibition; 220,000 compounds, 0.26% hits; alpha-thrombin, Boc-VPR-AMC fluorogenic substrate cleavage; inhibition, % at 5 µM;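 active = inhibition at or above 40%; inactive = inhibition below 40%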;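 note: 0% = enzyme with no compound and 100% = wells without enzyme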
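signal = AMC fluorescence, 355/460 nm | material = human alpha-thrombin enzyme | control set = enzyme without compound as high, wells lacking enzyme as low | times = reaction at room temperature | read-out basis = percent inhibition scaled between no-compound controls and no-enzyme blanks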
FXIa inh: blocks human coagulation factor XIa protease activity | AID 798 | 220,000 compounds, 0.14% hits | purified FXIa, Boc-Glu-Ala-Arg-AMC fluorogenic substrate | inhibition, % at 5 µM;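 active = inhibition of at least 40%; inactive = inhibition below 40%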;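 note: fluorescence of freed AMC excited at 355 nm; 0% = enzyme without compound and 100% = no enzyme blank; many of its hits are not listed in these tables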
Target sequence (P03951 19-387 limits assumed): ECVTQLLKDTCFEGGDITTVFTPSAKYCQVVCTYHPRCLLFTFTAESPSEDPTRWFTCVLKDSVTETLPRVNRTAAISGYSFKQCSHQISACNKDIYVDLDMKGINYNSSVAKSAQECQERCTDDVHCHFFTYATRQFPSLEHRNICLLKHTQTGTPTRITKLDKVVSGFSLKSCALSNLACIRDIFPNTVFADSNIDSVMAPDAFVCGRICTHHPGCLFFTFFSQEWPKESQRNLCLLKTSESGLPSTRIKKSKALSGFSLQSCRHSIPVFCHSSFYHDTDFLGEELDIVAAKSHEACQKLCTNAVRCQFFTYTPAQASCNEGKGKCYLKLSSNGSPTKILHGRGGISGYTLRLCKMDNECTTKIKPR
Target sequence (P03951 388-625 limits assumed): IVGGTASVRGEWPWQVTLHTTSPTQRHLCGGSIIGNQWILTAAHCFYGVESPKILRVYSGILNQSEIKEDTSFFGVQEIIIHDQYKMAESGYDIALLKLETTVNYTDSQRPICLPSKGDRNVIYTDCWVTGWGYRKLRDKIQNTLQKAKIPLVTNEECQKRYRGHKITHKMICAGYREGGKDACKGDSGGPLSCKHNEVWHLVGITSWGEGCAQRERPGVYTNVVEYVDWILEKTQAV
KCC2 mod: modulators of human KCC2 chloride dependent transport; KCC2 cells, thallium flux FluoZin-2 fluorescence; B-score of Tl+ flux slope (higher = more flux/activation; lower = inhibition) at 10 µM; 190,000 compounds, 2.2% hits;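 active = thallium flux slope and its plate-corrected score both differing from the plate sample mean at a set confidence after two filtering rounds, in either direction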;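 note: slope of fluorescence scaled to starting intensity during 10 to 20 s after thallium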
FXIIa inh 1536: inhibitors of human coagulation factor XIIa. 220,000 compounds, 0.3% hits. inhibition, % at 5 µM. purified FXIIa, Boc-QGR-AMC fluorogenic substrate, 2 h; in the data active = inhibition above about 40%;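 note: 0% = enzyme with no compound and 100% = blank without enzyme; many of its hits are not listed in these tables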
hK5 inh: blocks human kallikrein 5 protease activity | 210,000 compounds, 0.59% hits | Q9Y337 | inhibition, % at 5 µM | AID 873 | recombinant hK5, fluorogenic AMC substrate cleavage;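 active = inhibition of 40% or more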;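 note: 0% = enzyme controls without compound and 100% = no-enzyme blanks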
Target sequence (Q9Y337 67-293 limits assumed): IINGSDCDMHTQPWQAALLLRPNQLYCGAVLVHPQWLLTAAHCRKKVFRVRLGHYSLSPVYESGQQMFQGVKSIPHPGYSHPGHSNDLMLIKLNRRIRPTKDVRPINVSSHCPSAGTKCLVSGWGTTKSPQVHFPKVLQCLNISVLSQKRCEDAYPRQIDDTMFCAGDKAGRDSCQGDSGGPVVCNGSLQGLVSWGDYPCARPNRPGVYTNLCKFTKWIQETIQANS
Rad51 HR inh: Rad51 (human) homologous recombination inhibition; Q06609; hRad51 DNA strand exchange, fluorescence dequenching; inhibition, % at 10 µM; 200,000 compounds, 0.085% hits; AID 1385;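 active = inhibition above 40% at the single screening dose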;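 note: 0% = DMSO control wells and 100% = blanks with heterologous ssDNA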
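Test system: preformed human Rad51 ssDNA filaments; also added: Donor/quencher-labelled 47-bp dsDNA substrate; doses: 10 µM final, single point; times: 37 °C 15-min filament assembly, 30-min compound preincubation, 15-min exchange; detection: FRET fluorescence dequenching, excitation 485 nm, emission 520 nm; read-out basis: Fluorescence-based percent inhibition, control- and blank-normalised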
Hck Nef HTS: inhibitors of human Hck kinase activated by Nef | Recombinant Hck-YEEI plus Nef, Z-Lyte FRET kinase assay | P08631 | AID 463187 | 220,000 compounds, 0.68% hits | inhibition, % at 20 µM;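 active = Hck-Nef kinase inhibition above about 50%, limit read from the data; inactive = inhibition below that limit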;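 note: 0% = DMSO with Hck plus Nef and 100% = Hck alone without Nef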
TNF necrop inh: inhibitors of TNF-alpha induced necroptosis in Jurkat FADD-/- cells. Jurkat FADD-/- TNF necroptosis rescue, ATP luminescence, 24 h; 0 = TNF only, 100 = no-TNF cells. activation (protection from cell death), % at 10 µM. 220,000 compounds, 0.068% hits;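 active = activation, meaning protection from cell death, of at least 50% relative to plate controls; inactive = activation below 50%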;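 note: necroptosis triggered by 40 ng/mL TNF-alpha added together with compound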
An asterisk follows results filed as active; nt = not tested or not shown.

SMILES	zVAD death inh	thrombin 1536	FXIa inh	KCC2 mod	FXIIa inh 1536	hK5 inh	Rad51 HR inh	Hck Nef HTS	TNF necrop inh
CCN(CC)c1nc2c(c(=O)n(C)c(=O)n2C)n1CC(=O)c1ccccc1	0.7	-10	2	-0.9	2	0	nt	8	0.2
COc1cccc(-c2nnc(NC(=O)c3ccc(S(=O)(=O)N4CCOCC4)cc3)o2)c1	0.1	1	6	-0.12	15	-80	6	-1	-2.2
COc1ccc(Cc2nc3c4c(ncn3n2)Oc2ccc3ccccc3c2C4c2ccc(OC)c(OC)c2)cc1 (stereo not drawn)	-0.5	-7	-3	0.22	7	-8	-5	1	0.0
CCc1ccc(-c2nc(CCl)cs2)cc1	-0.1	-6	25	-0.025	25	-6	-10	2	-8.0
COc1ccc(CNC(=O)CN(CC2CCCO2)C(=O)CNS(=O)(=O)c2ccccc2)cc1 (stereo not drawn)	-0.4	-5	-10	0.051	-1	-5	-4	1	0.1
CC(C)(C)C(=O)CC1(O)C(=O)N(Cc2ccc(Cl)cc2)c2ccccc21 (stereo not drawn)	0.1	4	2	0.6	13	-12	6	0	-0.5
O=C(NCc1ccccn1)C1CCN(S(=O)(=O)c2cnc[nH]2)CC1	2.2	-4	4	0.54	11	14	nt	-3	2.5
COc1ccc2cc(/C=C3\SC(=S)NC3=O)c(N3CCOCC3)nc2c1	3.4	-1	0	2	8	4	-35	1	-0.3
Cc1ccc(Cl)cc1NC(=O)CSC(N)=O	0.0	3	-5	-4.8	4	0	-1	-2	-6.9
Cc1ccc2nc(C(Cl)(Cl)Cl)nc(N/N=C/c3ccncc3)c2c1	1.0	2	-4	-0.92	2	-11	-12	22	0.2
O=C(CNc1ccc(Br)cc1)c1ccc(O)cc1	-0.2	-14	-2	0.35	4	0	-7	27	-1.7
COc1ccc(CCNC(=O)Cn2cccc2C(=O)c2ccccc2)c(OC)c1	-0.1	-7	-2	-0.16	6	6	-1	21	-0.4
COC(=O)COc1ccc(S(=O)(=O)N2CCN(c3ccccc3F)CC2)cc1	0.3	-4	-13	-1.3	-1	8	4	1	-1.3
COC(=O)CSc1cc(C(F)(F)F)nc(-c2ccccn2)n1	-0.4	1	2	1.6	-1	1	-4	-1	-2.8
CCCC(=O)NCCc1nc2ccccc2n1CCC	-0.1	0	8	-1.3	17	-13	3	1	-0.2
O=C(NCc1ccco1)c1cccc(S(=O)(=O)N2CCc3ccccc32)c1	1.8	-8	-1	-0.061	4	-3	-2	2	3.8
CCCC(C(=O)NC(C)(C)C)N(C(=O)c1snc(C(N)=O)c1N)c1ccc2c(c1)OCCO2 (stereo not drawn)	1.7	-12	-5	-0.18	3	-3	6	23	1.1
O=C(N/N=C1\CCc2ccccc21)c1ccccc1Cl	2.2	-7	9	-0.84	14	-19	2	4	-0.6
O=C(C(=O)N1CCc2ccccc2C1)c1cn(CC(=O)N2CCCC2)c2ccccc12	0.3	-4	4	-0.9	9	-5	5	0	3.1
Cc1nc(Cl)sc1C(=O)Nc1ccccc1	-0.8	-5	2	-0.94	7	-10	nt	6	-0.2

3 of the entries above in order of the hK5 inh value, smallest number first:
| SMILES | hK5 inh |
| --- | --- |
| CC(C)(C)C(=O)CC1(O)C(=O)N(Cc2ccc(Cl)cc2)c2ccccc21 (stereo not drawn) | -12 |
| COc1ccc(Cc2nc3c4c(ncn3n2)Oc2ccc3ccccc3c2C4c2ccc(OC)c(OC)c2)cc1 (stereo not drawn) | -8 |
| COC(=O)CSc1cc(C(F)(F)F)nc(-c2ccccn2)n1 | 1 |

The listing picks up with the 5 entries that preceded the break.
SMILES	zVAD death inh	thrombin 1536	FXIa inh	KCC2 mod	FXIIa inh 1536	hK5 inh	Rad51 HR inh	Hck Nef HTS	TNF necrop inh
O=C(NCc1ccco1)c1cccc(S(=O)(=O)N2CCc3ccccc32)c1	1.8	-8	-1	-0.061	4	-3	-2	2	3.8
CCCC(C(=O)NC(C)(C)C)N(C(=O)c1snc(C(N)=O)c1N)c1ccc2c(c1)OCCO2 (stereo not drawn)	1.7	-12	-5	-0.18	3	-3	6	23	1.1
O=C(N/N=C1\CCc2ccccc21)c1ccccc1Cl	2.2	-7	9	-0.84	14	-19	2	4	-0.6
O=C(C(=O)N1CCc2ccccc2C1)c1cn(CC(=O)N2CCCC2)c2ccccc12	0.3	-4	4	-0.9	9	-5	5	0	3.1
Cc1nc(Cl)sc1C(=O)Nc1ccccc1	-0.8	-5	2	-0.94	7	-10	nt	6	-0.2
CCCCCOc1ccc(C(=O)NCCC(=O)NCCCC(=O)OCC)cc1	0.2	3	3	-0.42	11	4	18	21	5.1
CCc1nc(NCc2ccccn2)c2oc3ccccc3c2n1	nt	-3	-1	nt	-5	-14	15	nt	nt
COC(=O)CSc1ccc2nnc(CCNS(=O)(=O)c3ccccc3)n2n1	-0.5	-4	1	-0.68	7	nt	nt	9	0.6
CCCCNC(=O)c1c[nH]c2ccc(S(=O)(=O)Nc3ccc(OCC)cc3)cc2c1=O	4.0	-1	1	-0.28	2	-2	nt	3	0.5
CCNc1cc(Nc2c(C)n(C)n(-c3ccccc3)c2=O)c([N+](=O)[O-])c2nonc12	-0.2	-1	3	-0.99	17	4	14	11	1.3
CCOC(=O)/C(C#N)=C1/C=CN(C)C(C)=N1	1.1	25	15	-0.25	22	-2	-2	1	1.7
CN(Cc1cccs1)c1nc(-c2cccnc2)nc2ccccc12	2.2	-3	-5	-3	8	1	-5	22	-1.7
O=C(Cn1ccc2ccccc2c1=O)NCCC(=O)Nc1cccnc1	0.5	4	5	-0.0024	20	1	3	1	0.0
CCCn1nnc(NC(=O)c2ccccc2Br)n1	-0.1	2	3	1.1	13	2	1	1	-0.7
CCSc1nc2ccccc2c(=O)n1Cc1ccc(F)cc1	0.5	-1	0	-0.022	7	1	-27	9	0.4
COc1ccc(Cl)cc1C(=O)CSc1nnnn1C	5.8	-5	-5	-0.11	7	2	4	32	-0.2
OCC1(O)OC[C@@H](O)[C@H]1O (stereo partly drawn)	1.0	4	6	0.31	8	1	5	13	0.7
O=C(OC(C(=O)NCc1ccc2c(c1)OCO2)c1ccc(Cl)cc1)c1ccco1 (stereo not drawn)	1.8	-2	-2	-1.6	10	-17	3	1	36
Cn1c(Cn2nnc3ccccc32)nnc1SCC(=O)c1ccc(F)cc1	0.2	0	2	-1.2	10	-23	0	-1	-3.2
Nc1nnc(SCC(=O)OCC(=O)Nc2ccc(Br)cc2F)s1	1.9	-11	-7	-0.087	3	-6	1	15	1.2
CC1CCN(c2nnc(NC(=O)Cn3c(=O)oc4ccccc43)s2)CC1	0.8	4	3	0.25	18	-4	1	0	-0.1
CCCS(=O)(=O)N1CCCC(C(=O)NCCc2ccc(OC)c(OC)c2)C1 (stereo not drawn)	-0.1	-3	-6	0.033	-10	-33	6	1	-1.2
Cc1ccc(OCc2ccc(C(=O)Nc3nc4ccccc4n3Cc3ccccc3)o2)c([N+](=O)[O-])c1	-1.3	-1	2	-0.76	14	-13	6	40	-1.5
CC(C)(C)SCCNS(=O)(=O)c1ccc(C#N)cc1	0.5	1	10	-0.04	10	11	14	11	2.6
O=C(Nc1ccccc1)N1C2CCC1CC(O)(c1cccnc1)C2 (stereo not drawn)	0.2	-1	8	0.82	13	32	-5	0	-1.2

Structural class, the compounds so far with a cyano group
SMILES	zVAD death inh	thrombin 1536	FXIa inh	KCC2 mod	FXIIa inh 1536	hK5 inh	Rad51 HR inh	Hck Nef HTS	TNF necrop inh
CCOC(=O)/C(C#N)=C1/C=CN(C)C(C)=N1	1.1	25	15	-0.25	22	-2	-2	1	1.7
CC(C)(C)SCCNS(=O)(=O)c1ccc(C#N)cc1	0.5	1	10	-0.04	10	11	14	11	2.6

Part of the list above, with values under each structure:
Every second line gives: zVAD death inh, thrombin 1536, FXIa inh, KCC2 mod, FXIIa inh 1536, hK5 inh, Rad51 HR inh, Hck Nef HTS, TNF necrop inh
CCCCCOc1ccc(C(=O)NCCC(=O)NCCCC(=O)OCC)cc1
→ 0.2, 3, 3, -0.42, 11, 4, 18, 21, 5.1
CC(C)(C)SCCNS(=O)(=O)c1ccc(C#N)cc1
→ 0.5, 1, 10, -0.04, 10, 11, 14, 11, 2.6
CC1CCN(c2nnc(NC(=O)Cn3c(=O)oc4ccccc43)s2)CC1
→ 0.8, 4, 3, 0.25, 18, -4, 1, 0, -0.1

Continued.
SMILES	zVAD death inh	thrombin 1536	FXIa inh	KCC2 mod	FXIIa inh 1536	hK5 inh	Rad51 HR inh	Hck Nef HTS	TNF necrop inh
NNC(=O)c1cc(-c2ccco2)[nH]n1	-0.6	25	32	0.15	25	19	-6	-5	1.3
Cc1ccc(Cl)cc1NC(=O)COC(=O)CC(C)(C)C	4.8	-25	-10	0.078	2	-3	-11	15	5.5
N/C(=N\OC(=O)Nc1ccc(Cl)cc1)c1ncc(C(F)(F)F)cc1Cl	0.5	-1	-8	0.29	-3	4	-11	-3	-0.8
O=P(OC1CCS(=O)(=O)C1)(c1ccccc1)c1ccccc1 (stereo not drawn)	-0.2	-8	-1	0.42	-4	10	0	1	0.4
OC(CCN1CCC2(CC1)OCCO2)C(F)(F)F (stereo not drawn)	1.3	-6	-4	-0.26	10	-2	7	3	-0.3
FC(F)(F)c1cccc(OCCOCCn2cncn2)c1	-0.3	-10	-5	-1.8	-2	-9	0	-23	-2.4
CCN1CNC(=S)N(CCc2ccccc2)C1	0.0	1	9	-0.16	9	-9	0	7	1.2
CC(C)CCN1CCN(Cc2cnc(N3CCCC3)s2)CC1CCO (stereo not drawn)	-0.3	-7	-2	nt	4	nt	nt	5	-0.5
COc1ccc(-c2nc3c(c(=O)[nH]c(=O)n3Cc3ccccc3)n2Cc2ccccc2)cc1	-1.1	-9	-5	-1.5	-9	-24	-1	0	0.8
COCCn1cnnc1SCC(=O)Nc1cccc(S(=O)(=O)N2CCCCCC2)c1	0.3	-1	21	-1.7	26	-13	-2	7	1.7
COc1ccc2c(CC(=O)OCC(=O)NC(=O)c3cccn3C)coc2c1	-0.2	-18	6	0.7	4	6	-2	-3	-2.4
Cc1ccccc1N1C(=O)C(Cl)=C(N2CCCCCC2)C1=O	0.2	1	6	-1.4	14	7	11	0	-3.0
COC(=O)C(NC(C)=O)(Nc1cccc(C)n1)C(F)(F)F (stereo not drawn)	-0.6	-5	-5	0.36	4	2	10	14	0.6
Cc1ccc(OC(C)c2nnc(N)s2)cc1Cl (stereo not drawn)	-0.1	-7	-2	0.026	2	-4	nt	0	-2.2
COc1ccc(C(=O)NC(CC(=O)O)c2cc([N+](=O)[O-])ccc2Cl)c(SC)c1 (stereo not drawn)	0.6	3	-5	-0.78	4	-10	28	2	0.0
Cc1nn(Cc2ccccc2Cl)c(C)c1NC(=O)CCCn1nc(C)c([N+](=O)[O-])c1C	0.3	0	3	nt	7	-7	0	-1	-5.0

This is a subset. The share of hits here may be higher or lower than overall.
